# Compound activity: PubChem, National Center for Advancing Translational Sciences (NCATS)
# GoLoco inh red: blocks human Gai1 binding to RGS12 GoLoco peptide, red readout; P63096; Gai1:RGS12 GoLoco peptide FP, rhodamine, 10 min; Potency, µM (highest dose often 61.6 µM), inactives show at the top dose activity, negative = inhibition, usual class: inhibitors; 230,000 compounds, 0.44% hits; AID 880; active means well fitted inhibition curve with a large enough effect, not every such curve was filed as active; inactive means no such curve, though single readings can be large or run the other way; further: on the % scale 0 is the no-effect control and ±100 the full control effect; nearly all actives have a fitted effect of over 30% in size; many of its hits are not listed in these tables
# Target sequence (P63096 whole entry, looked up): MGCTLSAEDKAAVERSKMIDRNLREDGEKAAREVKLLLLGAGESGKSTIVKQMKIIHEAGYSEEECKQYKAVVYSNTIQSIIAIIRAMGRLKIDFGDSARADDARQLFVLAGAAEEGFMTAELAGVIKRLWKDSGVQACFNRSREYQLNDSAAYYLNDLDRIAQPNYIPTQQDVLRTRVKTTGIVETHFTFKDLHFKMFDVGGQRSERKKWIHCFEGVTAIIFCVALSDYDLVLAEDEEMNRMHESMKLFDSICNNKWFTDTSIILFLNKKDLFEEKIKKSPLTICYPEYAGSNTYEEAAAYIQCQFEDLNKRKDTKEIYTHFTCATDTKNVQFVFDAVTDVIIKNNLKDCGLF
# GAA spleen mod: inhibitors or activators of human alpha-glucosidase in spleen homogenate; human spleen homogenate, 4-MU-alpha-glucoside fluorescence; Potency, µM (series often up to 79.9 µM), inactives show at the top dose activity change, negative = inhibition, most hits filed as inhibitors; 240,000 compounds, 0.006% hits;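 further: 0% = enzyme with vehicle and -100% = no enzyme basal signal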
#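 AC50 values come from Hill-equation fits of concentration-response data, normalized to no-enzyme and full-activity controls. Enzyme source: 1 ug human spleen homogenate; 1 mM fluorogenic 4-MU glucoside, pH 5.0 citrate buffer, 37 C, 40 min.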
# GAA inh: inhibitors of human lysosomal alpha-glucosidase. P10253. purified human GAA, 4-MU-alpha-glucoside fluorescence. Potency, µM (doses to about 76.9 µM), inactives show top-dose activity change, negative = inhibition, most hits filed as inhibitors. 200,000 compounds, 0.005% hits;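 further: plate controls were uninhibited enzyme wells for no effect and no-enzyme background for full effect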
#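 Read-out is 4-methylumbelliferone fluorescence (Ex 365/Em 440 nm) after NaOH/glycine stop at pH 10. Enzyme 4 nM, substrate 400 uM, pH 5.0 citrate buffer, 20 min room temperature; AC50 from Hill-equation concentration-response.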
# HTT ATP protect: Huntington cell model cytoprotection by ATP luminescence. Potency, µM (titrated, usually from 56.4 µM), for the others: cytoprotection (ATP increase), actives largely listed as activators. PC12 HTT-Q103 induced, cytoprotection, ATP luminescence, 40 h. 230,000 compounds, 0.14% hits;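 further: % of control where 0% means no effect; nearly all actives have a fitted effect of over 45% in size; toxic huntingtin expression switched on by the ecdysone agonist tebufenozide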
#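 Quantitative HTS on tebufenozide-induced (100 nM) PC12 cells expressing HTTQ103 exon 1–GFP; compounds tested as a concentration series; survival measured via cellular ATP.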
# HTT aggregate: reduces HttQ103-GFP aggregates in PC12 cells | AID 1688 | 220,000 compounds, 1.1% hits | Potency, µM (doses to about 46.1 µM), inactives show top-dose activity change, negative = inhibition, usual class: inhibitors | PC12 HttQ103-GFP aggregates, Acumen cytometry, 40 h; further: on the % scale 0 is the no-effect control and ±100 the full control effect; nearly all actives have a fitted effect of over 60% in size
#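 Compounds (qHTS titration) were added to PC12 cells expressing an ecdysone-driven HTT exon 1 Q103–GFP fusion after induction with 100 nM tebufenozide. Aggregate formation was measured as GFP objects in cell lysates.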
# IMPase Li cell: cell-permeable IMPase inhibitors with lithium potentiation; CHO-M1 cells, IP1 TR-FRET (IP-One), carbachol + lithium; Potency, µM (series often up to 59.4 µM), for the others: at the highest dose activity, negative = IMPase inhibition, hits mostly inhibitors; 210,000 compounds, 0.35% hits;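 further: IP1 builds up when IMPase is blocked and the TR-FRET signal falls; plate controls were basal vehicle for no effect and high inhibitor control for full effect; nearly all actives have a fitted effect of over 50% in size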
#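 CHO cells stably expressing M1 receptor (2000/well, cultured 16–30 h) treated 30 min at 37C with compound plus low lithium. Cytosolic IP1 by TR-FRET (665/620 ratio and 620 channel) after 10 min lysis; AC50 by Hill fit.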
# GAA glycogen mod: alters human alpha-glucosidase cleavage of glycogen. P10253. recombinant GAA, glycogen substrate, Amplex Red glucose oxidase fluorescence. Potency, µM (titrated, usually from 76.4 µM), inactives show at the top dose activity change, negative = inhibition, usual class: inhibitors. 300,000 compounds, 0.38% hits. AID 2100;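 further: 0% = full enzyme reaction and -100% = no-enzyme basal signal; the screen sought inhibitors and activators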
#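 Recombinant human alpha-glucosidase (4 nM final) hydrolysed bovine liver glycogen (30 ug) for 40 min at 37 C in pH 5.0 citrate/phosphate with 0.01% Tween-20. Released glucose detected by glucose oxidase/Amplex Red, Ex 573/Em 610 nm. Compounds up to 77 uM; AC50 from Hill fits.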
# Active calls of the source: *; ? = inconclusive; . = not tested or not shown; [ ] = remark or other dose. Unless noted, the call rests on the fitted dose curve; in most records, active means well fitted curve in the direction sought with a large enough effect; inconclusive means small, poorly fitted or top-dose-only effect, or another doubt; inactive means no such curve, though single readings can be large; an effect the other way counts as inactive or inconclusive. Potency means the concentration at half of the fitted maximal effect.
# Order of results: IMPase Li cell | GAA spleen mod | GAA glycogen mod | GAA inh | HTT aggregate | GoLoco inh red | HTT ATP protect
N#Cc1ccsc1NC(=O)CN1CCN(S(=O)(=O)c2ccccc2C(F)(F)F)CC1
 : 5% | -14% | 4% | -10% | -12% | 19% | 18%[10 µM]
O=c1[nH]c(=O)c2ncc(-c3ccc(Cl)cc3)nc2[nH]1
 : 0% | 4% | 0% | ? | 15% | 8% | .
O=C(NCc1cccs1)c1cc(-c2ccncc2)nc2ccc(Br)cc12
 : 7% | -15% | -15% | 5% | -22% | 10% | -9%[10 µM]
O=C(/C=C/c1ccccc1)n1cnnc1SC/C=C/c1ccccc1
 : 11% | 9% | -7% | 2% | ? | -2% | 9%[10 µM]
CC(C)NC(=O)Cc1ccc(Br)cc1
 : -3%[38.3 µM] | 0% | 2% | 0% | 2% | 4% | -16%
Cc1nnc(SCC(=O)Nc2ccc(Oc3ccccc3)cc2)n1N
 : 20%[38.3 µM] | -7% | -4% | -2% | -27% | 4% | -1%
Cc1nc(C)c(C(=O)NNC(=O)Nc2ccc(Cl)cc2)s1
 : . | 6% | -21% | . | -8%[9.22 µM] | -5% | -2%[10 µM]
O=C(Nc1nnc(Cc2ccccc2)s1)c1cccnc1
 : 2% | 2% | 11% | 8% | 17%[9.22 µM] | 8% | 21%[10 µM]
O=C(NC1CCCCC1)C(c1ccccn1)N(C(=O)c1csnn1)C1CC1 (configuration not stated)
 : 18% | 9% | -4% | 10% | 22%[9.22 µM] | -6% | 18%[10 µM]
Cc1nc2ccc(NC(=O)c3ccco3)cc2s1
 : 3% | 1% | -2% | 3% | 14%[9.22 µM] | 11% | 24%[10 µM]
CC(=O)OC(C)C(=O)NS(=O)(=O)c1ccc(C)cc1 (configuration not stated)
 : -6% | -1% | 7% | 4% | 0% | -4% | -7%
O=C(O)/C=C\c1c2ccc(=O)c(O)c-2oc2c(O)c(O)ccc12
 : 7% | . | . | . | . | 0.89µM* | 0%[10 µM]
CN(C)c1ccc(C=NC(CO)C(O)c2ccc([N+](=O)[O-])cc2)cc1 (configuration not stated)
 : . | -4% | 8% | . | -5%[9.22 µM] | 1% | -5%[10 µM]
CC(C)(C)N=C1NN=C(c2ccc(Cl)cc2)CS1
 : . | -16% | -5% | . | -19%[9.22 µM] | 7% | -11%[10 µM]
COc1ccccc1C(=O)N/C(=C\c1ccc2c(c1)OCO2)C(=O)NCCc1nc2ccccc2[nH]1
 : -4% | -7% | -3% | 5% | -16% | 3% | 8%[10 µM]
COc1ccc(C(=O)Nc2cccnc2)cc1OC
 : -2% | -3% | 4% | 2% | -9% | 3% | -1%[10 µM]
Cc1onc(-c2ccccc2Cl)c1C(=O)N1CCc2ccccc2C1
 : 3%[38.3 µM] | 2% | 6% | ? | 3% | 0% | -21%
Cc1ccc(N2C(=O)C(CN(C)C)C2c2ccccc2)cc1 (configuration not stated)
 : 9%[38.3 µM] | -3% | -1% | -6% | 14% | 8% | -1%
CC(=O)Nc1ccc(S(=O)(=O)N2CCN(c3cc(C)ccc3C)CC2)cc1
 : 11% | -4% | -11% | 0% | -11% | -10% | -1%
Cc1ccc(S(=O)(=O)N2CCC(=O)N(CCOCc3ccccc3C)CC2)cc1
 : 0% | -1% | -1% | -3% | 11% | 6% | .
Cc1cc(CSc2ccccc2)ccc1NC(=O)c1ccc(C)c([N+](=O)[O-])c1
 : 1% | -6% | 10% | 6% | 23% | -9% | -7%[10 µM]
COc1ccc2c(c1)CCC1C2=NN(/C(C)=C/C(C)=O)C1c1cccc(F)c1 (configuration not stated)
 : 8% | -10% | -17% | -7% | 12%[9.22 µM] | 25% | 2%[10 µM]
O=S(=O)(c1ccc(Cl)s1)N1CCCCC1
 : 8% | 5% | -7% | 7% | 10%[9.22 µM] | 12% | 7%[10 µM]
CN(C)/N=C/C=C1\CC/C(=C\c2ccc(Br)cc2)C1=O
 : -1%[38.3 µM] | 3% | 2% | -5% | -5%[9.22 µM] | 33%[activator] | -11%
CN(Cc1ccccc1)c1nnc(N)s1
 : 0% | 5% | -14% | 2% | -1% | 14% | -23%
COc1ccc(CCN2CN(S(=O)(=O)c3ccc(C)cc3)c3nc4ccccc4nc32)cc1OC
 : 4% | -1% | 2% | 2% | 8% | -4% | 14%[10 µM]
O=C(NC(=S)Nc1ccc2[nH]c(=O)[nH]c2c1)c1cncc(Br)c1
 : 1% | 4% | -11% | 7% | 2%[9.22 µM] | 9% | ?
COc1ccccc1C1/C(=C(/O)c2ccc(OC(C)C)cc2)C(=O)C(=O)N1c1cc(C)on1 (configuration not stated)
 : 7%[38.3 µM] | -18% | 0% | -5% | 15% | 4% | -9%
Cc1ccc(C(=O)N/C(=C/c2ccc(-c3cc(C(F)(F)F)ccc3Cl)o2)C(=O)NCc2cccnc2)cc1
 : 2%[38.3 µM] | -8% | -20% | -5% | -21% | 3% | -76%[inhibitor]
OCCNc1cnc2ccccc2n1
 : -5% | 5% | 6% | ? | -6% | -6% | -27%

# Results in HTT aggregate and HTT ATP protect, for two of the compounds above:
canonical_smiles	HTT aggregate	HTT ATP protect
O=C(/C=C/c1ccccc1)n1cnnc1SC/C=C/c1ccccc1	?	9%[10 µM]
CC(C)NC(=O)Cc1ccc(Br)cc1	2%	-16%

# With a hit mark in GoLoco inh red, of those listed so far:
structure | IMPase Li cell | GAA glycogen mod | GAA inh | HTT aggregate | GoLoco inh red
O=C(O)/C=C\c1c2ccc(=O)c(O)c-2oc2c(O)c(O)ccc12 | 7% | . | . | . | 0.89µM*

# Other records follow.
# Order of results: IMPase Li cell | GAA spleen mod | GAA glycogen mod | GAA inh | HTT aggregate | GoLoco inh red | HTT ATP protect
Cn1c(SCc2nnc(-c3ccccc3Br)o2)nc2sc3c(c2c1=O)CCC3
 : 21%[38.3 µM] | -8% | -3% | -11% | ? | 18% | -28%
CCCn1c(SCCc2ccccc2)nc2c1c(=O)[nH]c(=O)n2C
 : 1%[38.3 µM] | 4% | 4% | 4% | 9% | 0% | -14%[10 µM]
C=CCc1cccc2cc(C(=O)NCc3ccc(C(=O)OCC)o3)c(=O)oc12
 : 38%[38.3 µM] | -12% | 8% | 1% | -4% | 10% | 0%
O=C(COC(=O)c1cccnc1Cl)c1ccccc1
 : -6%[38.3 µM] | -10% | 1% | 3% | -7% | -2% | 3%
CCCCCC(=O)c1c(C)[nH]c(C(=O)OCC)c1C
 : 3% | -2% | 2% | -5% | ? | -6% | .
COC(=O)[C@@]1(Cc2ccc(OC)cc2)[C@H]2c3cc(C(=O)N4CCCC4)n(Cc4ccc(O)c(OC)c4)c3C[C@H]2CN1C(=O)c1ccccc1
 : -2% | 7% | . | . | . | 12% | -45%[inhibitor]
CC1CCc2nn(CC(=O)NCc3ccc4c(c3)OCO4)cc2C1 (configuration not stated)
 : 12%[38.3 µM] | -7% | -3% | 3% | ? | 13% | 9%[10 µM]
CCC1Oc2ccc(C)cc2N(CC(=O)NCCN2C(C)CCCC2C)C1=O (configuration not stated)
 : 18%[38.3 µM] | -15% | -9% | -3% | -3% | 12% | 15%
CN1C=CC=C/C1=C1\SC(=S)N(N)C1=O
 : 14% | 4% | -16% | ? | 10% | 5% | -25%
COC(=O)c1cc(Cl)c(NC(=O)c2ccc(F)cc2)cc1OC
 : ? | -9% | 12% | 3% | 10% | -1% | 17%[10 µM]
COc1ccc(C[C@@H]2c3cc(OC)c(OC)cc3CC[N@+]2(C)CCC(=O)OCCCCCOC(=O)CC[N@@+]2(C)CCc3cc(OC)c(OC)cc3[C@H]2Cc2ccc(OC)c(OC)c2)cc1OC
 : 3% | -4%[29.1 µM] | . | . | 3%[20.6 µM] | -3%[21.6 µM] | -81%[inhibitor][17.1 µM]
CCN(CC)S(=O)(=O)c1ccc2c(c1)nc(SCC(=O)N1CCCCCC1)n2-c1ccc(OC)cc1
 : 19%[38.3 µM] | 0% | 1% | -5% | -6% | 10% | -19%
O=C1CC(N(CCc2ccccc2)C(=S)Nc2ccccc2)C(=O)N1c1ccc(Br)cc1 (configuration not stated)
 : 1% | -3% | 0% | -12% | ? | 3% | 5%[10 µM]
CC(C(=O)NCc1ccccn1)N1C(=O)c2ccccc2C1=O (configuration not stated)
 : -1% | 2% | 4% | 3% | -7% | 1% | 8%[10 µM]
COc1cc([N+](=O)[O-])ccc1NC(=O)Nc1nc2c(s1)CCCC2
 : 2% | -3% | -8% | -2% | 12% | 1% | 33%[10 µM]
CCOc1ccc(N(C(C)C(=O)Nc2cccnc2)S(C)(=O)=O)cc1 (configuration not stated)
 : 1% | 0% | -3% | 10% | -1%[9.22 µM] | 11% | 17%[10 µM]
Cc1ccccc1Cn1c(=O)sc2ccccc2c1=O
 : -3% | -9% | 0% | -1% | -6% | -10% | 2%[10 µM]
Cc1cccc(NC(=O)C2CC(=O)N/C(=N/N=C/c3ccco3)S2)c1 (configuration not stated)
 : 1% | -1% | 15% | -1% | 14% | 0% | 16%[10 µM]
Cc1cnnn1-c1cccc([N+](=O)[O-])c1
 : -4% | . | 5% | -1% | 15% | -6% | -17%
CC(C)(O)C(=O)NNC(=S)Nc1ccc(F)c(Cl)c1
 : 3% | 8% | ? | -7% | -8% | 9% | .
COc1cccc(S(=O)(=O)Nc2ccc(C(=O)NCc3ccco3)cc2)c1
 : 19% | -3% | -7% | -7% | -4% | -23% | -1%[10 µM]
O=C1NC(=O)C(CC(=O)N(c2ccccc2)C2(C(=O)NC3CCCC3)CCCCC2)N1 (configuration not stated)
 : -15%[38.3 µM] | -4% | 5% | -2% | -3% | 6% | 27%
Cc1nc(SCC(=O)c2ccccc2)c([N+](=O)[O-])[nH]1
 : 8%[38.3 µM] | -5% | -19% | -5% | 20% | 9% | 15%
CSc1nc(N)nc(SCC(=O)c2ccc(C)cc2)c1C#N
 : ? | 1% | 6% | -10% | 11% | -13% | -37%
CCOc1cc(C2CC(=O)NC3=C2C(=O)C(C(=O)OC)C(C)C3)cc(Br)c1O (configuration not stated)
 : 5%[38.3 µM] | -3% | -21% | ? | 15% | -8% | -13%
CC1CCCN(Cc2nc3c(c(=O)n(C)c(=O)n3C)n2CCc2ccccc2)C1 (configuration not stated)
 : 14%[38.3 µM] | 0% | 10% | 1% | -8% | -1% | -2%[0.074 µM]
CCOC(=O)CCc1c(C)n[nH]c1C
 : -4% | -7% | 5% | 0% | 9% | -10% | -43%
O=C(NNC(=S)Nc1ccccc1)c1ccc(O)cc1
 : . | -2% | ? | . | -14%[9.22 µM] | -1% | 19%[10 µM]
CC(C)C(=O)O/N=C(\N)c1ccc(Oc2ccc(Cl)cc2)c([N+](=O)[O-])c1
 : . | 1% | 2% | . | -24%[9.22 µM] | 1% | 0%[10 µM]

# Only part of the results is shown; the hit share may differ from the screen's.
